Epigenetic derep: derepresses silenced GFP reporter in murine cells | murine LDR cells, GFP reporter derepression, 30 h | Potency, µM (doses to about 53.9 µM), without a hit: at the top dose GFP activation, most hits filed as activators | actives 0.2% (n = 280,000) | AID 1865; note: potency is the fitted concentration of half-maximal effect; % of control where 0% means no effect; nearly all actives have a fitted effect of over 60% in size
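Murine LDR cells carrying a silenced, genomically integrated CMV-driven GFP reporter were exposed to compound for 30 hours at 37 C. After PBS washes, GFP-positive cells (20–120 um objects) were counted by laser-scanning microplate cytometry.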
Luc counter: blocks Kinase-Glo luciferase, a counter-screen artifact. Kinase-Glo luciferase, ATP luminescence, 8 min. Potency, µM (titrated, usually from 38.3 µM), without a hit: at the highest dose activity change, negative = inhibition, most hits filed as inhibitors. actives 0.28% (n = 200,000). AID 1379; note: potency is the fitted concentration of half-maximal effect; % is set by controls: 0 for no effect and ±100 for the full control effect; nearly all actives have a fitted effect of over 60% in size
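Recombinant Kinase-Glo luciferase, 10 uM ATP (linear range), luciferin; imidazole pH 7.2 / KCl / MgCl2 / Tween / BSA buffer; 8 min RT; luminescence.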
LMNA splice mod: modulators of lamin A splicing; HeLa LMNA splicing GFP/RFP minigene ratio, 48 h; Potency, µM (doses to about 46.1 µM), inactives show top-dose ratio change, negative = inhibition, actives largely listed as inhibitors; actives 0.01% (n = 200,000); active = well fitted inhibition curve with a large enough effect in the signal ratio, with a control signal flat, not every such curve was filed as active; inconclusive = small, poorly fitted or top-dose-only effect, or effect the other way, or a change in a side signal; the % refers to the signal ratio; note: potency is the fitted concentration of half-maximal effect; % is set by controls: 0 for no effect and ±100 for the full control effect
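S3 HeLa cells stably expressing lamin A-EGFP splicing minigene plus DsRed2, 600 cells/well, 48 h compound exposure at 37C. Laser-scanning cytometry; analysed as GFP (500-530 nm)/RFP (575-640 nm) total intensity ratio; 0.5% DMSO vehicle.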
NPSR antag: neuropeptide S receptor (human) antagonism, cAMP | Q6W5P4 | CHO-NPSR cells, cAMP TR-FRET, antagonist mode | Potency, µM (doses to about 38.3 µM), without a hit: at the highest dose activity change, negative = inhibition, most hits filed as inhibitors | actives 1% (n = 220,000) | AID 1461; note: potency is the fitted concentration of half-maximal effect; % is set by controls: 0 for no effect and ±100 for the full control effect; nearly all actives have a fitted effect of over 50% in size; many of its hits are not listed in these tables
Target sequence (Q6W5P4 whole entry, looked up): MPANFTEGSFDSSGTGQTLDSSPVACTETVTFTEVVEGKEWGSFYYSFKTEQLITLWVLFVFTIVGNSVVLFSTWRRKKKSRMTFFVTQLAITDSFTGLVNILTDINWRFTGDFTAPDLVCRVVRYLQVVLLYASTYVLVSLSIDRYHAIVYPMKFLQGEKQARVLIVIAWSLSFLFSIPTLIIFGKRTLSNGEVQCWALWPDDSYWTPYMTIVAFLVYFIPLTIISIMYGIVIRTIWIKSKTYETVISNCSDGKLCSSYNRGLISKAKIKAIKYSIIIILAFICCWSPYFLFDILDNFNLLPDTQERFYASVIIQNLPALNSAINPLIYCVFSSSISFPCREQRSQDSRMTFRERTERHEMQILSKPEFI
CBFb-RUNX1 inh: inhibitors of human CBF-beta and RUNX1 interaction; AlphaScreen CBFb-His/RUNX1-biotin binding, biochemical; Potency, µM (doses to about 59.8 µM), for inactives: at the top dose activity, negative = inhibition, usual class: inhibitors; 230,000 tested, under 10 active; AID 1477; note: % of control where 0% means no effect
Target sequence (Q01196 whole entry, looked up): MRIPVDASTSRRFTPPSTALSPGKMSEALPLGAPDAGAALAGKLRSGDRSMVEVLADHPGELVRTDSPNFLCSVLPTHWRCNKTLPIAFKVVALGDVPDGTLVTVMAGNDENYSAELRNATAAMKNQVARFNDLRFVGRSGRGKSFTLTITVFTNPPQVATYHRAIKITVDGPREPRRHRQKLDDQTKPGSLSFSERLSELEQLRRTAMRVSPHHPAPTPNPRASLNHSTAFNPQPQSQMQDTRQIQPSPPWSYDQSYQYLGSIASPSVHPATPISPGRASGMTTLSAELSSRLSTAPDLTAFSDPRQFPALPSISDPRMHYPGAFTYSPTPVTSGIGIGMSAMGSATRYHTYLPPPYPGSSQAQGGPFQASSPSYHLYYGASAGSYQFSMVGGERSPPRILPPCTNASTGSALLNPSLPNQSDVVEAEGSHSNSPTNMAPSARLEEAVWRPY
Target sequence (Q13951 whole entry, looked up): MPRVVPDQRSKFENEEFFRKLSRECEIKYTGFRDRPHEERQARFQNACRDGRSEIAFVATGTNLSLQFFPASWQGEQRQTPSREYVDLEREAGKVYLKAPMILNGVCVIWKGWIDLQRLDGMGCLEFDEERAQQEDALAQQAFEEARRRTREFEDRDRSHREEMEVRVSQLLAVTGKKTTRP
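Read-out: AlphaScreen. Format: His-CBF-beta with biotinylated RUNX1 (30 nM each) preincubated 20 min, compound 15 min, Ni-chelate plus streptavidin beads 90 min; room temperature throughout.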
aGal spleen mod: inhibitors or activators of human alpha-galactosidase in spleen homogenate; actives 0.008% (n = 240,000); Potency, µM (highest dose often 80 µM), inactives show at the top dose activity change, negative = inhibition, most hits filed as inhibitors; AID 2107; human spleen homogenate, 4MU-alpha-Gal fluorescence, 40 min;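 note: potency is the fitted concentration of half-maximal effect; 0% = enzyme with vehicle and -100% = no enzyme basal signal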
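Inhibition or activation of alpha-galactosidase in human spleen homogenate is scored by 4-MU fluorescence after 40 min at 37C, pH 5.0, with 1 mM substrate. AC50s come from concentration-response fitted to the Hill equation.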
IMPase Li inh: cell-permeable IMPase inhibitors with lithium potentiation. CHO-M1 cells, IP1 TR-FRET (IP-One), carbachol + lithium. Potency, µM (titrated, usually from 59.4 µM), inactives show at the highest dose activity, negative = IMPase inhibition, hits mostly inhibitors. actives 0.35% (n = 210,000). AID 1457;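 note: IP1 builds up when IMPase is blocked and the TR-FRET signal falls; potency is the fitted concentration of half-maximal effect; plate controls were basal vehicle for no effect and high inhibitor control for full effect; nearly all actives have a fitted effect of over 50% in size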
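Readout is a homogeneous TR-FRET IP1 immunoassay (Ex 320, Em 665 and 620), where raised cytosolic IP1 lowers signal. Cells were CHO-M1 treated 30 min at 37C with test compounds plus a little lithium; AC50 values came from Hill-equation fitting.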
* hit, by the source's call; u = inconclusive; x = not tested or not shown; [ ] = remark or other dose. Unless noted, calls come from the whole dose curve; as a rule, active = well fitted curve in the direction sought with a large enough effect; inconclusive = small, poorly fitted or top-dose-only effect, or another doubt; inactive = no such curve, though single readings can be large; an effect the other way counts as inactive or inconclusive. A portion of the library. The share of hits here may be higher or lower than overall.

Values run as follows: Epigenetic derep	Luc counter	LMNA splice mod	NPSR antag	CBFb-RUNX1 inh	aGal spleen mod	IMPase Li inh
> Nc1ncc(-n2cncn2)c(-c2ccccc2)n1
→ -0.4%	-5%	u	14%	10%	6%	1%
> C=N[C@H](C(=O)N[C@@H]1C(=O)N2[C@@H]1SC(C)(C)[C@@H]2C(=O)O)c1ccccc1
→ 2.4%[16.9 µM]	1%[17.1 µM]	4%	x	3%[21.7 µM]	5%[29.1 µM]	-3%
> O=C(Nc1ncn[nH]1)c1cc(S(=O)(=O)Nc2cccc(C(F)(F)F)c2)ccc1Cl
→ -1.8%	3%	8%[46 µM]	12%	6%	-8%	4%
> CCc1cc2c(=O)nc3n(c2s1)Cc1ccccc1/C3=C(/O)c1ccc(F)cc1
→ 4.5%	3%	10%	-13%[46.1 µM]	-6%	-2%	8%[38.3 µM]
> Cc1ccc(CN(C)C(=O)c2cc(COc3ccc(F)cc3Cl)on2)o1
→ 0.1%	-2%	x	17%	-2%	-10%	19%
> CC(C)(C)CC(=O)NC(=S)Nc1ccccc1[N+](=O)[O-]
→ 2.3%	-2%	3%[46 µM]	-1%	-1%	0%	4%
> C/C(=N\NC(=S)Nc1ccccc1C)C1Cc2ccccc2C(=O)O1 (centres undefined)
→ 12%	x	x	u	0%	3%	x
> COc1ccc(Oc2ncc3ncc(=O)n(Cc4cccs4)c3n2)cc1
→ x	0%	x	x	x	-8%	21%
> CC(=O)c1csc(Nc2ccccc2Cl)n1
→ -0.3%	x	x	-14%	7%	0%	x
> Cc1cccc(NC2=NC(C)(C)N=C(N)N2)c1
→ -3.4%	-1%	u	-6%	5%	4%	6%
> CSc1ccc(CN2CCN(C3CCCC3)C(CCO)C2)cc1 (centres undefined)
→ -0.6%	1%	x	-9%	1%	2%	25%
> Cc1cc(C)c(OCC(=O)N/N=C/c2ccco2)c(C)c1
→ -1.0%	-2%	-11%	-8%[46.1 µM]	-1%	7%	16%[38.3 µM]
> O=C(CCCCCn1c(=S)[nH]c2ccc(N3CCOCC3)cc2c1=O)NC1CCN(Cc2ccccc2)CC1
→ 2.2%	-2%	x	-44%	-1%	-1%	7%
> Cc1ccc(NC(=O)c2cc(=O)c3ccccc3o2)cc1
→ -2.2%	-1%	28%	-4%[46.1 µM]	7%	-16%	10%[38.3 µM]
> COc1cccc([C@@H]2Oc3ccc(OC)cc3[C@H](O)[C@H]2O)c1
→ -1.1%	-1%	x	x	-9%	9%	18%
> O=C(Nc1ncc2c(n1)-c1ccccc1OC2)c1ccc(F)cc1
→ 2.6%	-1%	u	-1%	7%	13%	-4%
> Cc1cnc(CNc2cc(-c3cccc(C#N)c3)ncn2)cn1
→ x	x	6%	x	x	-4%	11%
> Cc1cc2ccccn2c1C(=O)c1ccc(Cl)c([N+](=O)[O-])c1
→ -0.1%	-1%	-18%[46 µM]	-37%	u	-8%	17%
> Cc1cnc(C)c(N2CCC(C(=O)NCc3cccs3)CC2)n1
→ -0.9%	0%	-1%	-17%[46.1 µM]	6%	5%	4%[38.3 µM]
> Cn1nnnc1SCC(=O)c1cccs1
→ 2.9%	-3%	-2%	-1%[46.1 µM]	0%	0%	8%[38.3 µM]
> c1ccc(CN2CCN(c3nc(-c4ccccn4)nc4ccccc34)CC2)cc1
→ 1.0%	-1%	u	9%[7.67 µM]	u	1%	2%[38.3 µM]
> COc1cccc(-c2noc(-c3ccc4c(c3)OCO4)n2)c1
→ -0.3%	x	x	-13%	1%	0%	-21%
> O=C1CCNc2ccc(-c3ccccc3)cc21
→ 1.1%	-1%	10%	-5%	2%	-3%	3%
> O=C(c1cc2c(s1)CCCC2)N1CCN(C(=O)C2CCCO2)CC1 (centres undefined)
→ 0.0%	-1%	0%	10%[46.1 µM]	0%	-1%	21%[38.3 µM]
> COC(=O)c1ccccc1NC(=O)N1CCN(S(C)(=O)=O)CC1
→ -4.9%	0%	8%[46 µM]	7%	5%	-6%	0%
> CCCCn1c(/C=C/c2ccco2)nc2ccccc21
→ u	-19%	u	-23%[46.1 µM]	-3%	0%	11%
> CCCCOC(=O)CCN1C(=O)/C(=C2\SC(=S)N(CCC(=O)OCCCC)C2=O)SC1=S
→ -0.1%	-2%	-8%	20%	-8%	3%	8%
> CCOc1ccccc1-c1cc(C(=O)N/N=C/c2ccc(O)c(OC)c2)c2ccccc2n1
→ 2.0%	12%	u	-7%	-4%	-3%	9%
> CCc1ccccc1OCC(=O)Nc1ccc(S(N)(=O)=O)cc1
→ 0.0%	0%	-5%	1%[46.1 µM]	4%	6%	11%[38.3 µM]
> Cc1ccc(Nc2nnc(-c3ccccc3N)o2)cc1C
→ -2.6%	x	x	9%	13%	u	x
> N#Cc1nc(-c2ccco2)oc1N1CCN(Cc2ccccc2)CC1
→ 1.4%	3%	u	-19%[46.1 µM]	-13%	-1%	9%[38.3 µM]
> COc1ccc(C(=O)Nc2cccc3cccnc23)cc1OC
→ 0.7%	12%	u	-11%[46.1 µM]	10%	-11%	8%[38.3 µM]
> COC(=O)Cc1c(O)ccn(Cc2cccc3ccccc23)c1=O
→ 1.0%	-1%	17%	-7%[46.1 µM]	2%	-3%	-1%[38.3 µM]
> O=C(NCc1ccco1)c1nc2nc(-c3cccs3)cc(C(F)(F)F)n2n1
→ -4.1%	1%	-7%	2%[46.1 µM]	-1%	u	3%[38.3 µM]
> COc1ccc(CC(=O)Nc2ccc(S(=O)(=O)NCC3CCCO3)cc2)cc1 (centres undefined)
→ -5.7%	2%	u	-4%[46.1 µM]	6%	-7%	10%
> O=C(NCCc1ccccc1)c1ccc([N+](=O)[O-])cc1
→ -2.4%	-3%	-10%	-8%[46.1 µM]	-3%	-6%	-9%[38.3 µM]
> CC(C)CN(Cc1cc(=O)oc2cc(-c3ccccc3)c(O)cc12)CC(C)C
→ 0.1%	x	x	u	7%	2%	x
> Nc1ccccc1C(=O)/C=C\c1ccc2c(c1)OCO2
→ 1.1%[10.1 µM]	x	x	x	13%[13.1 µM]	8%[17.5 µM]	x
> COc1ccc(-n2c(N)c(C(=O)NCC3CCCO3)c3nc4ccccc4nc32)c(OC)c1 (centres undefined)
→ -3.2%	-2%	u	u	18%	u	-26%[38.3 µM]
> COc1ccccc1CO/N=C/c1cccn1-c1nccc(N(C)C)c1C#N
→ -1.7%	-3%	5%	-13%[46.1 µM]	-5%	2%	18%[38.3 µM]

Ordered by heavy-atom count (smallest number first): 12 of the compounds above
Values run as follows: Epigenetic derep	Luc counter	LMNA splice mod	NPSR antag	CBFb-RUNX1 inh	aGal spleen mod	IMPase Li inh
> O=C1CCNc2ccc(-c3ccccc3)cc21
→ 1.1%	-1%	10%	-5%	2%	-3%	3%
> Nc1ccccc1C(=O)/C=C\c1ccc2c(c1)OCO2
→ 1.1%[10.1 µM]	x	x	x	13%[13.1 µM]	8%[17.5 µM]	x
> Cc1ccc(Nc2nnc(-c3ccccc3N)o2)cc1C
→ -2.6%	x	x	9%	13%	u	x
> COc1cccc(-c2noc(-c3ccc4c(c3)OCO4)n2)c1
→ -0.3%	x	x	-13%	1%	0%	-21%
> CCc1ccccc1OCC(=O)Nc1ccc(S(N)(=O)=O)cc1
→ 0.0%	0%	-5%	1%[46.1 µM]	4%	6%	11%[38.3 µM]
> O=C(c1cc2c(s1)CCCC2)N1CCN(C(=O)C2CCCO2)CC1 (centres undefined)
→ 0.0%	-1%	0%	10%[46.1 µM]	0%	-1%	21%[38.3 µM]
> N#Cc1nc(-c2ccco2)oc1N1CCN(Cc2ccccc2)CC1
→ 1.4%	3%	u	-19%[46.1 µM]	-13%	-1%	9%[38.3 µM]
> O=C(NCc1ccco1)c1nc2nc(-c3cccs3)cc(C(F)(F)F)n2n1
→ -4.1%	1%	-7%	2%[46.1 µM]	-1%	u	3%[38.3 µM]
> COc1ccccc1CO/N=C/c1cccn1-c1nccc(N(C)C)c1C#N
→ -1.7%	-3%	5%	-13%[46.1 µM]	-5%	2%	18%[38.3 µM]
> c1ccc(CN2CCN(c3nc(-c4ccccn4)nc4ccccc34)CC2)cc1
→ 1.0%	-1%	u	9%[7.67 µM]	u	1%	2%[38.3 µM]
> CCCCOC(=O)CCN1C(=O)/C(=C2\SC(=S)N(CCC(=O)OCCCC)C2=O)SC1=S
→ -0.1%	-2%	-8%	20%	-8%	3%	8%
> COc1ccc(-n2c(N)c(C(=O)NCC3CCCO3)c3nc4ccccc4nc32)c(OC)c1 (centres undefined)
→ -3.2%	-2%	u	u	18%	u	-26%[38.3 µM]

Next records follow:
Values run as follows: Epigenetic derep	Luc counter	LMNA splice mod	NPSR antag	CBFb-RUNX1 inh	aGal spleen mod	IMPase Li inh
> Clc1ccc(N=c2ssnc2Cl)nc1
→ -1.1%	-3%	x	-1%	6%	-6%	20%
> Nc1sc(-c2ccccc2)cc1C(=O)N/N=C/c1ccc(Cl)cc1
→ -2.9%	x	x	30%	-11%	-10%	x
> O=C(O)c1cc(N2C(=O)C3CCCCC3C2=O)ccc1NCc1cccnc1 (centres undefined)
→ 0.1%	3%	-1%[46 µM]	-13%	-5%	-3%	-1%
> Cc1ccc(NC(=O)COC(=O)CCC(=O)c2cccs2)cc1S(=O)(=O)N1CCOCC1
→ 0.5%	0%	4%	-11%[46.1 µM]	4%	8%	13%[38.3 µM]
> CCn1cc(C(=O)NCc2cccnc2)c2cc(OC)c(OC)cc2c1=O
→ 0.0%	-1%	2%	1%[46.1 µM]	5%	-8%	9%[38.3 µM]
> NC(=O)CSc1cn(Cc2cccc(F)c2)c2ccccc12
→ -0.5%	-1%	x	-9%	12%	3%	10%
> O=C(N/N=C\c1ccccn1)c1ccccc1O
→ 12%	-17%	x	-25%	u	-3%	0%
> COc1cccc(C2c3c(-c4ccccc4O)n[nH]c3C(=O)N2Cc2ccco2)c1 (centres undefined)
→ 9.5%	x	x	-20%	u	1%	x
